# Platelet DG rel = modulates dense granule release in human platelets. 300,000 compounds, 0.22% hits. human platelet-rich plasma, SFLLRN dense granule ATP release, luminescence. AID 1663. inhibition, %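 (compounds screened at 7.5 µM in platelet-rich plasma)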;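 active = mean replicate score, as percent of positive control, at or above 50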
# Dyrk1A ADPGlo = inhibitors of rat Dyrk1A kinase; Q63470; ADP-Glo luminescence, NFATc1 peptide; inhibition, % at 12.5 µM; 310,000 compounds, 0.43% hits; in the data active = inhibition above about 50%;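 note: plate controls were vehicle with enzyme for no effect and no enzyme for full effect; many of its hits are not listed in these tables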
# KCNK3 block = human KCNK3 channel inhibition, primary screen; O14649; CHO-KCNK3 thallium flux, FluxOR fluorescence; stronger effect = lower value; B-score at 10 µM; 340,000 compounds, 0.84% hits; AID 602410;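 active = B-score under library mean minus 4 SD, starting fluorescence ratio at most library mean plus 5 SD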;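 note: more negative B-score means stronger inhibition of thallium flux through KCNK3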
# TRPC4 act = activators of mouse TRPC4 channel. Q9QUQ5. HEK293 TRPC4beta/mu-opioid, Fluo4 calcium fluorescence; stronger effect = higher value. B-score at 10 µM. 310,000 compounds, 0.49% hits;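 active = B-score above 5 SD of library B-scores, and initial fluorescence ratio not above library mean plus 5 SD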;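 note: positive B-score marks a calcium rise read as TRPC4 activation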
# Target sequence (Q9QUQ5 whole entry, looked up): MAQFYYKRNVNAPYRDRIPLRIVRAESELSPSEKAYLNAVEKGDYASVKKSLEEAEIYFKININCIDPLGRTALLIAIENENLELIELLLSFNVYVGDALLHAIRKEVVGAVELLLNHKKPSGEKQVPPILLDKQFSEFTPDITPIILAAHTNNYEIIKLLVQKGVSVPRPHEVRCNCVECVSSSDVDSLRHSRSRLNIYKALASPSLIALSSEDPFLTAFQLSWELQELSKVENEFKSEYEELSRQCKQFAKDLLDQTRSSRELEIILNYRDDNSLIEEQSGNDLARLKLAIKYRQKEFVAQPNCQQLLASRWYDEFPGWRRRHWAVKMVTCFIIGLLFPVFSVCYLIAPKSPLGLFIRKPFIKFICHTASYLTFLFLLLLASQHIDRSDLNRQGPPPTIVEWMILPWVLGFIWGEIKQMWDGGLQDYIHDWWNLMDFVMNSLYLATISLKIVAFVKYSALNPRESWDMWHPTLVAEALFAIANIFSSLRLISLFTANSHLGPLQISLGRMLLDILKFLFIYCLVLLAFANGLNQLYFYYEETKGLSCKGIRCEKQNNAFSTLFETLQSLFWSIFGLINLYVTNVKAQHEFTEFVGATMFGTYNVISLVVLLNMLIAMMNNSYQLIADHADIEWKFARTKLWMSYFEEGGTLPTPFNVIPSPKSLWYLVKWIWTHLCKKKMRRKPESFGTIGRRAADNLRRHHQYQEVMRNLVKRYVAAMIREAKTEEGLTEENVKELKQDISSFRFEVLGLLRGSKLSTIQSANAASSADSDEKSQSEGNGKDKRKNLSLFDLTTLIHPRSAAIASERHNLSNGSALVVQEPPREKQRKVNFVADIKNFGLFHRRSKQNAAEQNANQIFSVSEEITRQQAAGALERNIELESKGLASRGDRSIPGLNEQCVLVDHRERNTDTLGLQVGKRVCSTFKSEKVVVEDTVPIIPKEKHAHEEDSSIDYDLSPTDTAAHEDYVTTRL
#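 Incubation: 45 min room-temperature Fluo4 loading, 110 s read / System: HEK293 cells stably co-expressing mouse TRPC4beta and mu-opioid receptor / Signal: Fluo4 fluorescence, kinetic / Control set: buffer (low) and maximal DAMGO (high) / Measure: integrated baseline-normalised fluorescence ratio, converted to per-well B score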
# TRPC4 PAM = TRPC4 (mouse) allosteric potentiation; Q9QUQ5; HEK293 TRPC4beta/mu-opioid, DAMGO EC20, Fluo-4 Ca2+ flux; stronger effect = higher value; B-score at 10 µM; 310,000 compounds, 0.42% hits; AID 2227;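 active = B-score of calcium response area above 5 SD of library B-scores, with initial fluorescence ratio within 5 SD of library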;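 note: B-score of integrated fluorescence ratio over time as area under calcium response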
# KCNQ1 pot = potentiators or activators of human KCNQ1 potassium channel; P51787; CHO-K1 KCNQ1, thallium flux FluxOR fluorescence; stronger effect = higher value; B-score at 10 µM; 310,000 compounds, 0.35% hits;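 active = fluorescence ratio B-score, a plate-corrected score, at least three library SD, with initial intensity B-score within 5 SD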
#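 Assay system: stable KCNQ1 CHO-K1 line; medium: assay buffer, equal DMSO in all wells; timing: 90 min dye loading and 20 min compound exposure, both at room temperature; technique: kinetic FluxOR thallium fluorescence, 10-s 1-Hz baseline, 110-s post-stimulus read; read-out basis: B score of baseline-normalized fluorescence ratio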
# KCNQ1 block = inhibitors of human KCNQ1 potassium channel; P51787; CHO-K1 KCNQ1, FluxOR thallium flux fluorescence; stronger effect = higher value; B-score at 10 µM; 310,000 compounds, 1.3% hits; AID 2642;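 active = compounds whose thallium flux B-score, printed positive for inhibition, exceeds three library SD while starting fluorescence stays within three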;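 note: channel opened by potassium depolarization with thallium stimulus after 20 min compound exposure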
# PolyA inh = blocks polyadenylation in yeast reporter cells. S. cerevisiae SKY197-pL101 polyadenylation reporter, beta-gal luminescence; efflux-impaired pdr1/pdr3 knockout yeast; score 100 = 6 SD above DMSO. calls only at 12 µM. 300,000 compounds, 0.02% hits. AID 1875;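 active = lowest replicate activity score at least 50, where 100 means six control SD above control mean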;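 note: yeast exposed to compound for 9 h at 30 °C; higher score means more reporter readthrough which indicates perturbed polyadenylation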
# hERG protect = shields human hERG channel from block by proarrhythmic agents | Q12809 | CHO-hERG, FluxOR thallium flux, dofetilide IC70 present | activation (rescue from dofetilide block), less the hit threshold, % at 10 µM | 310,000 compounds, 0.51% hits | AID 1511;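 active = activation above the mean of controls blocked by dofetilide plus 5 SD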;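 note: thallium influx through hERG after potassium depolarization seen as dye fluorescence rise; in these data hits start at about 4.7%; inactives centre near -7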
# TRPC4 inh = blocks the mouse TRPC4 cation channel; B-score at 10 µM; Q9QUQ5; HEK293 TRPC4beta/mu-opioid, DAMGO-evoked Fluo4 calcium flux; stronger effect = lower value; 300,000 compounds, 0.39% hits; AID 2247;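 active = B-score over 3 SD under the library average, no early fluorescence shift, positive overall ratio signal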
#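 Assay system: TRPC4beta/mu-opioid receptor HEK293 cell line; compound dosing: single concentration per test compound; detection: Fluo4 Ca2+ flux fluorescence; evaluation: per-well B score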
# KCNK9 inh = human KCNK9 channel inhibition. Q9NPC2. HEK293 KCNK9, FluxOR thallium flux fluorescence; stronger effect = lower value. B-score at 10 µM. 310,000 compounds, 1.2% hits. AID 488922;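 active = ratio B-score over 3 SD below the library mean, with starting fluorescence within 5 SD of its mean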;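 note: negative B-score means less thallium flux so channel inhibition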
# Active calls of the source: *; i = inactive; / = no result given. These rows are one share of the data; the hit share may differ from the screen's.
SMILES,Platelet DG rel,Dyrk1A ADPGlo,KCNK3 block,TRPC4 act,TRPC4 PAM,KCNQ1 pot,KCNQ1 block,PolyA inh,hERG protect,TRPC4 inh,KCNK9 inh
COc1ccc(NC(=O)c2cc3cc(OC)ccc3oc2=O)cc1,-2,-11,i,i,i,i,i,i,-6,i,i
COc1cccc(-c2nc(CS(=O)(=O)CC(=O)Nc3cc(OC)ccc3OC)c(C)o2)c1,-2,-3,i,i,i,i,i,i,-7,i,i
C=CCn1c(SCC(=O)c2c(N)n(CCC)c(=O)n(C)c2=O)nnc1-c1ccncc1,-2,/,i,i,i,i,i,i,-16,i,i
N#Cc1c(-c2ccccc2)ccn(Cc2ccc(Cl)cc2)c1=O,3,-5,i,i,i,i,i,i,-5,i,i
CC1Cc2ccccc2N1C(=O)C1CCN(S(=O)(=O)c2cccs2)CC1 (centres undefined),-1,-4,i,i,i,i,i,i,-1,i,i
CCN(CC(=O)NCc1cccs1)c1ccc(S(=O)(=O)N2CCCC2)cn1,-3,3,i,i,i,i,i,i,-9,i,i
CCn1nc(C)c(NC(=O)CCCSc2nc(-c3ccco3)cc(C(F)(F)F)n2)c1C,-6,-2,i,i,i,i,i,i,-3,i,i
CCc1nnc(NS(=O)(=O)c2ccc(NC(=O)c3ccc(S(=O)(=O)N(CC)CC)cc3)cc2)s1,5,/,i,i,i,i,i,i,-11,i,i
Cc1ccc2c(c1)NC(C(C)(C)C)CO2 (centres undefined),-2,-2,i,i,i,i,i,i,-10,i,i
COc1ccc(CC(=O)n2[nH]c(=O)c3ccccc3c2=O)cc1OC,-6,6,i,i,i,i,i,i,-7,i,i
COc1cccc(CCC(=O)N2CCC(n3nccc3NC(=O)CC(C)C)CC2)c1,-4,-8,i,i,i,i,i,i,-5,i,i
COc1ccc(N2C3=C(CC4=C2CCCC4=O)C(=O)CCC3)cc1,/,3,i,i,i,i,i,i,-11,i,-6.6*
COC(=O)c1ccsc1NC(=O)c1ccc2c(c1)OCCO2,0,-1,i,i,i,i,i,i,-13,i,i
COC(=O)c1[nH]c2ccc(C)cc2c1NS(=O)(=O)c1ccc(F)c(C)c1,2,6,i,i,i,i,i,i,-18,i,i
O=C(Cc1ccc(Cl)cc1)NC1CCS(=O)(=O)C1 (centres undefined),-2,-3,i,i,i,i,i,i,-7,i,i
CCC(C)[C@H](NC(=O)C1CC(=O)N(c2ccc3c(c2)OCCO3)C1)C(=O)NC1CCCC1 (some centres undefined),-1,1,i,i,i,i,i,i,-3,i,i
COc1ccc(OCc2nnc(SCC(=O)N3CCCCC3)o2)cc1,3,-3,i,i,i,i,i,i,-6,i,i
CCC(C)N(C(=O)CSc1nnc(C)n1C)C1CCS(=O)(=O)C1 (centres undefined),10,2,i,i,i,i,i,i,-13,i,i
Cc1cc(C)cc(-n2ncc3c2CCCC3NC(=O)CCCn2cncn2)c1 (centres undefined),-15,/,i,i,i,i,i,i,-5,i,i
CCOC(=O)/C(C#N)=C/c1cn(CCOc2ccc(OC)cc2)c2ccccc12,-1,1,i,i,i,i,i,i,-3,i,i
COc1ccc(CNC(=O)c2cccc3c2C(=O)N(CC2CCCO2)C3)cc1 (centres undefined),0,-5,i,i,i,i,i,i,-9,i,i
COc1ccc(NS(=O)(=O)c2cccc(NC(=O)CNC(C)=O)c2)cc1,-2,1,i,i,i,i,i,i,-10,i,i
Cn1nnc2c(sc3nc(N4CCOCC4)c4c(c32)CCCC4)c1=O,21,11,i,i,i,i,i,i,-3,i,i
O=C(CCl)NC1(C(F)(F)F)C(=O)Nc2c1c(=O)[nH]c(=O)n2-c1ccccc1 (centres undefined),-5,7,i,i,i,i,i,i,-10,i,i
O=C(NCc1ccc2c(c1)OCO2)c1nc(S(=O)(=O)Cc2ccccc2F)ncc1Cl,12,-6,i,i,i,i,i,i,-13,i,i

# Profiles, looked up by structure. Order of values: Platelet DG rel	Dyrk1A ADPGlo	KCNK3 block	TRPC4 act	TRPC4 PAM	KCNQ1 pot	KCNQ1 block	PolyA inh	hERG protect	TRPC4 inh	KCNK9 inh
# `N#Cc1c(-c2ccccc2)ccn(Cc2ccc(Cl)cc2)c1=O` is listed as 3	-5	i	i	i	i	i	i	-5	i	i
# `COc1ccc(CNC(=O)c2cccc3c2C(=O)N(CC2CCCO2)C3)cc1` (centres undefined) is listed as 0	-5	i	i	i	i	i	i	-9	i	i
# `CCn1nc(C)c(NC(=O)CCCSc2nc(-c3ccco3)cc(C(F)(F)F)n2)c1C` is listed as -6	-2	i	i	i	i	i	i	-3	i	i

# (more compounds)
SMILES,Platelet DG rel,Dyrk1A ADPGlo,KCNK3 block,TRPC4 act,TRPC4 PAM,KCNQ1 pot,KCNQ1 block,PolyA inh,hERG protect,TRPC4 inh,KCNK9 inh
CCC(NS(=O)(=O)c1c(C)[nH]c(=O)[nH]c1=O)C12CC3CC(CC(C3)C1)C2 (centres undefined),-2,-31,i,i,i,i,i,i,-6,i,i
CS(=O)(=O)N(CC(=O)Nc1ccc(Cl)c(Cl)c1)C1CCCCC1,4,1,i,i,i,i,7*,i,-6,i,-7*
Cc1cc(NC(=O)CSc2nnnn2C2CCCC2)no1,3,-4,i,i,i,i,i,i,-7,i,i
CCCS(=O)(=O)N1CCC(C(=O)NCCN(C)Cc2ccccc2)CC1,-1,2,i,i,i,i,i,i,-6,i,i
CCOC(=O)N1CCC(NC(=O)C2CCCN(C(=O)N3CCOc4ccccc43)C2)CC1 (centres undefined),-5,-1,i,i,i,i,i,i,-2,i,i
COc1ccc(OC)c(/C=C2\SC(=S)N(NS(=O)(=O)c3ccc(C)cc3)C2=O)c1,3,-6,i,i,i,i,i,i,-4,i,i
CCOc1ccc2c(c1)sc(=NC(=O)C1CC1)n2C,1,2,i,i,i,i,i,i,-9,i,i
Cc1oc(-c2ccc(-c3ccccc3)cc2)nc1CN(CCO)C(C)C,11,14,i,i,i,i,i,i,-12,i,i
O=C(NC1CCCN(CCc2ccccc2)C1)C1CCCC1 (centres undefined),-3,2,i,i,i,i,i,i,2,i,i
CC(=O)Nc1nc(-c2ccc(Br)s2)cs1,9,4,i,i,i,i,i,i,-3,i,i
O=C(Nc1ccc(NC(=O)c2ccccc2Br)cc1)c1ccccc1,3,13,i,i,i,i,i,i,-2,i,i
CCc1ccc(CN(C)C(=O)c2cc(COc3cccc4cnccc34)on2)cc1,-1,0,-14*,i,i,i,11*,i,-14,i,-10*
Oc1ccc(/C=N/Nc2ccc3ccccc3c2)c(O)c1,-11,1,i,i,i,i,i,i,-14,i,i
CN(C)S(=O)(=O)c1cccc(-c2cn3cccnc3n2)c1,-4,-5,i,i,i,i,i,i,-8,i,i
O=C(CNC(=O)c1cccnc1)N/N=C/c1cc(Br)c(O)c(Br)c1,9,5,i,i,i,i,i,i,-8,i,i
CS(=O)(=O)N(CC(=O)N1CCc2ccccc2C1)c1ccc2c(c1)OCO2,-13,10,i,i,i,i,i,i,-5,i,i
CC1=NN(C(=O)COc2ccccc2C)C(O)(c2ccc(Cl)cc2)C1 (centres undefined),20,6,i,i,i,i,i,i,-16,i,i
CNc1nc(N)c([N+](=O)[O-])c(N2CCCCCC2)n1,-4,18,i,i,i,i,i,i,-2,i,i
CC(C)CCNS(=O)(=O)c1cc2c3c(c1)CCN3C(=O)CC2,0,-2,i,i,i,i,i,i,-6,i,i
Cc1cccc2c(C(=O)O)cc(-c3cccnc3)nc12,1,9,i,i,i,i,i,i,-5,i,i
CC(CC(=O)Nc1ccc(Br)cc1F)S(=O)(=O)c1ccc2c(c1)NC(=O)CO2 (centres undefined),-11,-4,i,i,i,i,i,i,-3,i,i
O=C(O)Cn1c(=O)c2c3c(sc2n(Cc2ccc(F)cc2)c1=O)CCCC3,5,-6,i,i,i,i,i,i,-2,i,i
O=C1C2C(C(=O)N1c1ccc3c(c1)OCO3)C1C=CC2C12CC2 (centres undefined),3,-1,i,i,i,i,i,i,3,i,i
CCOC(=O)N1CCC(N2CCCC(C(=O)c3cccc(OC(C)C)c3)C2)CC1 (centres undefined),2,/,i,i,i,i,i,i,-8,i,i
CCNS(=O)(=O)c1ccc(CCC(=O)Nc2ccccc2)cc1,-3,-2,i,i,i,i,i,i,0,i,i

# Next section:
SMILES,Platelet DG rel,Dyrk1A ADPGlo,KCNK3 block,TRPC4 act,TRPC4 PAM,KCNQ1 pot,KCNQ1 block,PolyA inh,hERG protect,TRPC4 inh,KCNK9 inh
COc1ccc(N=Cc2c(O)n(-c3ccc(OC)cc3)c(=O)c3ccccc23)cc1,8,5,i,i,i,i,i,i,-4,i,i
O=C(N/N=C/c1ccc([N+](=O)[O-])cc1)c1c[nH]c2ccccc12,1,-2,i,i,i,i,i,i,-23,i,i
COC(=O)c1cc(NC(=O)CN(c2cccc(OC)c2)S(=O)(=O)c2ccccc2)ccc1Cl,-5,0,i,i,i,i,i,i,-12,i,i
Cc1cc(C)n2nc(C(=O)N3CCCC(N4CCN(c5ccccc5C)CC4)C3)cc2n1 (centres undefined),-2,0,i,i,i,i,i,i,-9,i,i
Cc1cc(C)nc(N/N=C/c2ccccc2OCC(=O)O)n1,6,-1,i,i,i,i,i,i,-6,i,i
CC(CNC(=O)c1cccs1)c1ccc([N+](=O)[O-])cc1 (centres undefined),-12,1,i,i,i,i,i,i,-3,i,i
Cc1cccc(-n2c(N)cc(=O)nc2SCC(=O)Nc2nnc(CC(C)C)s2)c1,1,/,/,i,i,i,i,i,-6,i,i
COCCNC(=O)c1cc2c(s1)-c1ccc(Cl)cc1SC2,2,4,i,i,i,i,i,i,2,i,i
CCOc1cc(C(=O)Oc2cc(C)[nH]c(=O)c2[N+](=O)[O-])cc(OCC)c1OCC,-2,-10,i,i,i,i,i,i,-9,i,i
N/C(=N\OC(=O)Oc1ccccc1)c1ccc(Br)cc1,-1,3,i,i,i,i,i,i,-3,i,i
CCn1c(CNC(=O)C2CCCCC2)cc2ccccc21,2,7,i,i,i,i,i,i,-2,i,i

# 3 compounds drawn at random from the list so far:
SMILES,Platelet DG rel,Dyrk1A ADPGlo,KCNK3 block,TRPC4 act,TRPC4 PAM,KCNQ1 pot,KCNQ1 block,PolyA inh,hERG protect,TRPC4 inh,KCNK9 inh
N/C(=N\OC(=O)Oc1ccccc1)c1ccc(Br)cc1,-1,3,i,i,i,i,i,i,-3,i,i
O=C(O)Cn1c(=O)c2c3c(sc2n(Cc2ccc(F)cc2)c1=O)CCCC3,5,-6,i,i,i,i,i,i,-2,i,i
Cn1nnc2c(sc3nc(N4CCOCC4)c4c(c32)CCCC4)c1=O,21,11,i,i,i,i,i,i,-3,i,i
